Assay outcomes as filed in PubChem.
Ecoli viability = E. coli V3065 growth inhibition, primary screen, counter-screen for AddAB inhibitor project, absorbance, OD600; inhibition, % at 11.9 µM; hit rate 0.27% among 330,000; 18 h; AID 449728, 2010;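 active = inhibition above the campaign's mean inhibition across all tested compounds plus 3 SD, cut at about 9.9% in these data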;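 note: uninfected addAB+ strain grown without phage in ampicillin broth; 0% = DMSO wells and 100% = ciprofloxacin 0.95 µg/ml wells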
phage Ecoli inh = growth loss of phage-infected E. coli, primary screen, RecBCD inhibitor project, absorbance, with phage, HTS | inhibition, % at 11.9 µM | hit rate 0.26% among 360,000; in the data active = inhibition above about 11%
CAL PDZ FP-1 = CAL PDZ peptide-binding inhibitors, primary screen, biochemical, fluorescence polarization, Cer-tagged CAL PDZ, HTS. purified CAL PDZ, TMR-peptide fluorescence polarization, 1 h. hit rate 0.02% among 330,000. inhibition, % at 20 µM. Golgi-associated PDZ and coiled-coil motif-containing protein (Homo sapiens), Q9HD26. AID 504414, 2011;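 active = highest replicate inhibition of at least 40%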;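 note: plate controls were DMSO neutral control wells for no effect and unlabeled competitor peptide control wells for full effect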
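System: tagged CAL PDZ domain. Schedule: 1 h room-temperature incubation prior to read. Signal: fluorescence polarization (mP). Measure: percent inhibition from loss of millipolarization.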
CAL PDZ FP-2 = untagged CAL PDZ binding inhibitors, primary screen, biochemical, fluorescence polarization, HTS; AID 602252, 2012; hit rate 0.92% among 300,000; purified CAL PDZ, TMR-peptide fluorescence polarization, 1 h; inhibition, % at 24.9 µM; Golgi-associated PDZ and coiled-coil motif-containing protein (Homo sapiens), Q9HD26;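 active = mean inhibition of at least 30% with at least half of replicates also reaching 30%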;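 note: 0% = DMSO neutral control and 100% = excess unlabeled competitor peptide PRC23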
SR-BI DiI inh = inhibitors of SR-BI mediated HDL lipid uptake, primary screen, ldlA[mSR-BI] cells, fluorescence, single point | Scavenger receptor class B member 1 (Mus musculus), Q61009 | ldlA[mSR-BI] CHO cells, DiI-HDL uptake fluorescence, 3 h | inhibition, % at 12.5 µM | hit rate 0.96% among 320,000;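 active = mean replicate inhibition of at least 70% and a set share of replicates each scoring 70 or more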;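 note: 0% = median of neutral control wells and 100% = median of positive control wells; values of inactives mirror those of a sister screen read the other way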
Target sequence (Q61009 whole entry, looked up): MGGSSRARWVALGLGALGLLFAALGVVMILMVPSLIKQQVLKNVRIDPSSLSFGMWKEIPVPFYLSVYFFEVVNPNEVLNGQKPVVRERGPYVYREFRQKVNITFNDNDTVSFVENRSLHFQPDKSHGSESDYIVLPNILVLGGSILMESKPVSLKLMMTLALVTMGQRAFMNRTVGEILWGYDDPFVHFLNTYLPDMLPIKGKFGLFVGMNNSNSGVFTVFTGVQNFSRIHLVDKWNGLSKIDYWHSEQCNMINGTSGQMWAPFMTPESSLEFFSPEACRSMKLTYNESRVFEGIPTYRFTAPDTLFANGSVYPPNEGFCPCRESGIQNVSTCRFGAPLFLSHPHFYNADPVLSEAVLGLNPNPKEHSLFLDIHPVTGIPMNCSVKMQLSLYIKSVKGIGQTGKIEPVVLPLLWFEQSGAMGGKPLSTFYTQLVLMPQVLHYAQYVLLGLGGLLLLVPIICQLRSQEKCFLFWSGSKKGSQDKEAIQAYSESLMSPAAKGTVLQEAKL
MITF TRPM1 HTS = activators of MITF-driven TRPM1 promoter reporter, primary screen, cell-based, SK-MEL-5, luciferase, single point; SK-MEL-5 TRPM1-promoter luciferase, 24 h; % of positive control, neutral wells = 0; activation, % at 12.5 µM; hit rate 0.75% among 300,000; AID 588334, 2011;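 active = mean activation of at least 80% with every replicate also reaching 80%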;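 note: 0% = neutral control wells and 100% = parthenolide positive control wells; values of inactives mirror those of a sister screen read the other way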
SR-BI uptake up = activators of SR-BI mediated DiI-HDL uptake, primary screen, ldlA[mSR-BI] CHO cells, DiI fluorescence; 3 h; 100 = double the neutral-control signal; activation, % at 12.5 µM; hit rate 0.096% among 320,000; AID 504775, 2011;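 active = mean replicate activation of at least 60% and every replicate at or above 60%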;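 note: 0% = median plate neutral-control signal and 100% = twice that signal; values of inactives mirror those of a sister screen read the other way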
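Material: SR-BI-overexpressing, LDLR-lacking CHO cells | Dosing: Single compound concentration, delivered by pin transfer | Probe or stimulus: Labelled HDL, 10 µg/mL | Signal: Bottom-read cell fluorescence after medium removal, ex 550/em 595 nm | Schedule: 3 h, 37 °C | Evaluation: HDL uptake via cellular fluorescence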
AddAB inh = growth inhibition of E. coli expressing H. pylori AddAB, primary screen, AddAB inhibitor project, absorbance; inhibition, % at 11.9 µM; hit rate 0.29% among 330,000; AID 435030, 2010; in the data active = inhibition above about 12%;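 note: 0% = vehicle wells of infected cells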
Wnt bcat act = Wnt/beta-catenin pathway activators, primary screen, cell-based, plate reader, single point. Wnt/beta-catenin reporter cell assay, activator. activation, % at 9.35 µM. hit rate 1.2% among 300,000; in the data active = activation above about 30%, passing the limit was not always enough;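 note: 0% = neutral control wells and 100% = positive control wells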
Tat transport = E. coli Tat export inhibitors, primary screen, MC4100, TorA-mCherry reporter, fluorescence, single point; inhibition, % at 10 µM; hit rate 0.036% among 340,000;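 active = mean replicate inhibition at least 50% and at least half of replicates individually reaching 50%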;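 note: exported cargo escapes ClpAP degradation while cytoplasmic cargo is degraded and loses fluorescence; 0% = median of neutral control wells and 100% = median of NaSCN control wells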
Numbers without * were called inactive; . = not tested or not shown.

mol	Ecoli viability	phage Ecoli inh	CAL PDZ FP-1	CAL PDZ FP-2	SR-BI DiI inh	MITF TRPM1 HTS	SR-BI uptake up	AddAB inh	Wnt bcat act	Tat transport
COc1ccc(CNC(=O)CN(C(=O)c2csnn2)c2cnc3ccccc3c2)cc1	-2.4	1.8	-2.4	-1.6	-13.9	-18.9	13.9	2.2	-3.1	2.1
CN(C)c1ccc(CNc2ccccn2)cc1	-0.5	-0.7	0.1	3.4	1.9	.	-1.9	2.7	10.8	-3.5
CC(=O)N1c2ccccc2N(Cc2ccc(C)cc2C)C(=O)C1(C)C	-1.5	0.8	-1.3	.	17.6	-20.6	-17.6	-3.9	-3.6	7.5
CN(C[C@H](Cc1ccccc1)N(C[C@H](c1ccccc1)N(CCc1ccccc1)N=O)N=O)N=O	-2.2	-1.2	0.1	.	-4.0	-1.1	4.0	1.1	-0.6	13.0
CC1=NN(c2ccc(Cl)cc2)C(=O)C1C(c1cccc(O)c1)c1c(C)[nH]n(-c2ccc(Cl)cc2)c1=O (stereo not drawn)	-2.3	.	-0.5	2.3	1.3	-5.6	-1.3	2.5	.	-0.8
COc1ccc(C(=O)Nc2cnccn2)cc1[N+](=O)[O-]	1.9	1.5	-1.7	-2.0	-6.7	10.8	6.7	0.7	1.5	2.0
COc1ccc(S(=O)(=O)N2CCOCC2)cc1C(=O)NCc1ccccc1CN1CCCC1	0.0	2.9	-1.8	-4.9	33.1	6.6	-33.1	-3.1	-0.7	-7.3
O=C(CCn1cnc2ccccc2c1=O)Nc1nc2c(s1)CCCC2	-0.3	2.8	.	10.4	-8.8	4.0	8.8	3.7	-0.9	9.8
COc1ccc(CNC(=O)C2CC(C)=C(C)CC2C(=O)O)cc1OC (stereo not drawn)	0.0	0.2	.	-3.9	-10.2	8.3	10.2	0.8	1.9	-2.0
CCN(CCC#N)c1ccc(/C=N/Nc2nc(C)cc(=O)[nH]2)c(C)c1	-2.1	4.2	0.0	-5.6	21.0	15.1	-21.0	-2.1	0.6	-9.1
O=C1NC(c2cccc3ccccc23)Nc2ccc(Cl)cc21 (stereo not drawn)	.	7.2	-0.5	-9.2	15.2	.	-15.2	.	-3.2	-8.0
Cc1ccc2c(c1)N(CC(=O)NC1CCCc3ccccc31)C(=O)CO2 (stereo not drawn)	1.1	2.6	-2.5	-5.6	19.2	.	-19.2	1.8	.	-7.3
CC1CC1C(=O)N(C)CC(=O)Nc1ccc(Cl)c(C(F)(F)F)c1 (stereo not drawn)	1.1	2.3	-2.9	-3.7	8.1	1.2	-8.1	-1.7	-2.8	0.6
CCCCCCCCCCNC(=O)CCn1[nH]c(=O)c2ccccc2c1=O	2.2	5.8	-0.2	0.5	-9.6	-7.8	9.6	5.4	-3.5	0.0
Cc1ccsc1-c1nc(CN2CCCC2c2ccc(F)cc2)c(C)o1 (stereo not drawn)	0.7	3.0	-0.4	.	-3.7	7.2	3.7	0.0	-1.1	-6.3
Clc1cc(Cl)c(Cl)cc1Cl	0.3	0.1	-0.4	-2.3	-5.3	4.6	5.3	1.0	-3.3	-7.6
CCOC(=O)c1ccccc1NC(=O)c1cncc(Br)c1	.	1.9	-1.3	-5.5	.	2.2	.	.	.	-3.5
CSCCCNC(=S)Nc1ccc(N2CCOCC2)cc1N1CCOCC1	1.3	2.1	-0.1	-2.5	-15.5	-2.6	15.5	0.8	-0.2	0.5
CC(=O)c1csc(CS(=O)(=O)c2ccccn2)n1	-0.2	1.3	-1.2	-7.2	-11.5	-8.8	11.5	-0.8	9.5	-11.2
O=C(Nc1nccs1)c1cc(-c2ccco2)nc2ccccc12	-0.7	3.4	-1.9	-0.4	-2.8	-15.3	2.8	1.8	.	-6.2
Cc1ccc(S(=O)(=O)NCCNC(=O)c2ccc(C)nc2)cc1	-1.3	3.7	-3.1	-4.9	.	-10.0	.	1.8	-0.2	-1.3
Cc1cc(C)c(C)c(C(=O)c2ccccc2C(=O)O)c1C	-0.6	1.6	-1.4	-1.4	-13.1	0.1	13.1	1.7	-0.4	-5.5
Cc1cccc(Nc2nc(N)nc(CSc3nccn3C)n2)c1	2.5	5.3	-0.8	-3.0	-1.3	.	1.3	4.1	.	6.7
Cc1cc(C(=O)COC(=O)c2cccs2)c(C)n1-c1c(C)n(C)n(-c2ccccc2)c1=O	-1.5	4.1	-0.9	14.4	12.7	.	-12.7	1.2	-2.9	-0.2
CS(=O)(=O)c1ccc(Cl)c(NC(=O)CCN2C(=O)C3CC=CCC3C2=O)c1 (stereo not drawn)	-1.4	4.2	-0.1	-6.1	-28.6	-2.5	28.6	2.8	0.3	-3.4
COc1ccc(C(=O)CCc2ccccc2O)c(OC)c1	-0.8	2.5	-0.1	0.9	5.0	.	-5.0	2.4	19.1	11.3
O=C(c1ccco1)N(CCO)Cc1cc2cc3c(cc2[nH]c1=O)OCO3	-3.5	2.3	-0.1	3.9	-16.4	-10.3	16.4	0.5	-0.2	-1.7
CNC(=S)N1N=C(c2ccc(C)cc2)CC1c1ccc(N(C)C)cc1 (stereo not drawn)	-1.8	2.1	-0.9	24.7	.	12.2	.	-0.3	-1.5	6.6
Cc1ccccc1S(=O)(=O)c1c(C)cc(C)n(C)c1=O	-2.6	3.2	-3.1	-2.0	-9.9	5.9	9.9	-0.5	-2.6	6.5
COc1ccc(NC(=O)CSc2nnc(N)n2CC(=O)Nc2ccc(OC)cc2)cc1	-0.7	-0.6	-0.5	52.4*	-17.4	-1.7	17.4	-2.7	-4.9	-3.9

Filtered by structure: those above containing a COOH group.
mol	Ecoli viability	phage Ecoli inh	CAL PDZ FP-1	CAL PDZ FP-2	SR-BI DiI inh	MITF TRPM1 HTS	SR-BI uptake up	AddAB inh	Wnt bcat act	Tat transport
COc1ccc(CNC(=O)C2CC(C)=C(C)CC2C(=O)O)cc1OC (stereo not drawn)	0.0	0.2	.	-3.9	-10.2	8.3	10.2	0.8	1.9	-2.0
Cc1cc(C)c(C)c(C(=O)c2ccccc2C(=O)O)c1C	-0.6	1.6	-1.4	-1.4	-13.1	0.1	13.1	1.7	-0.4	-5.5

Next records follow.
mol	Ecoli viability	phage Ecoli inh	CAL PDZ FP-1	CAL PDZ FP-2	SR-BI DiI inh	MITF TRPM1 HTS	SR-BI uptake up	AddAB inh	Wnt bcat act	Tat transport
Cc1c(/C=C/C(=O)c2ccc(C(C)C)cc2)cnn1C	0.0	6.9	-0.5	-4.6	2.8	32.3	-2.8	-0.4	12.9	-2.1
COc1ccc(CCNC(=O)C2CCC(=O)N2CCc2ccccc2)cc1OC (stereo not drawn)	-2.2	-0.6	-1.7	4.0	.	-2.5	.	-2.3	1.9	-7.5
CCOC(=O)CCc1c(C)c2ccc(OC3CCCCC3=O)cc2oc1=O (stereo not drawn)	1.7	1.9	-0.5	.	22.6	14.8	-22.6	0.6	1.9	21.0
Cc1ccc(C)c(NC(=O)C2CC(O)CN2C(=O)OCc2ccccc2)c1 (stereo not drawn)	-2.5	-0.4	-1.0	0.4	-15.1	5.1	15.1	5.9	.	-9.4
CCOc1cc(/C=N/N=C(N)N)ccc1OCc1ccc(Cl)cc1	-0.5	7.1	-3.5	-3.7	-14.0	-90.0	14.0	4.0	-0.4	1.1
Cn1c(=O)c(C#N)c(-c2ccc(F)cc2)c2cc(C(=O)c3cc(Cl)cc(Cl)c3O)cnc21	-0.2	3.5	0.5	8.5	4.9	-1.9	-4.9	2.7	-1.4	1.0
CCn1c(SC)nc2c(c1=O)SC(C)C2 (stereo not drawn)	-0.3	3.3	-2.6	-2.1	-4.2	-16.6	4.2	0.8	-0.6	-7.5
Cc1cccc(NC(=O)N(Cc2cc3cc(C)ccc3[nH]c2=O)CC2COCCO2)c1 (stereo not drawn)	-4.1	2.0	-2.6	-4.0	8.9	-6.2	-8.9	-3.1	-1.3	2.5
CCN(CC)S(=O)(=O)c1ccc(N2CCCC2)c(NC(=O)c2ccncc2)c1	-0.8	3.5	-5.7	0.3	4.1	10.7	-4.1	-0.3	0.4	-3.9
COCCNC(=O)C(=O)N/N=C(\C)CC(=O)Nc1ccc(Cl)cc1Cl	-0.4	2.9	0.3	-1.3	-22.3	12.4	22.3	2.9	-2.3	1.0
CCOc1ccc(-c2ccc3nnc(SCC(=O)NCC4CCCO4)n3n2)cc1 (stereo not drawn)	0.2	1.9	-1.0	-2.7	8.1	3.6	-8.1	0.0	1.0	5.5
COc1cc(C=O)cc(Cl)c1OC(=O)N1CCOCC1	-1.0	1.0	-0.3	-0.2	9.7	4.3	-9.7	2.0	0.6	2.4
Cc1ccc(-c2nc(Nc3cccc(C)c3)sc2CC(=O)O)cc1	0.8	2.2	-1.0	.	-9.2	.	9.2	-1.2	20.1	-10.8
CCOc1ccc(/C=N/n2c(C)nc3ccccc3c2=O)cc1	-0.2	.	-1.1	-7.3	-13.7	21.5	13.7	1.6	.	8.4
COc1ccc(NC(=O)c2ccc3c(c2)S(=O)(=O)N=C2CCCCCN23)cc1S(N)(=O)=O	.	2.4	-0.7	11.6	11.5	13.0	-11.5	.	2.0	-1.5
O=C(c1cccc(S(=O)(=O)N2CCCCC2)c1)N1CCc2ccccc21	0.6	3.7	-0.3	-0.4	16.5	-5.5	-16.5	3.0	0.5	-3.2
CC(C)OCCCNC(=O)C1CC(=O)N(CCc2ccc(F)cc2)C1 (stereo not drawn)	-1.5	-0.8	.	-3.9	-6.6	-1.6	6.6	0.5	-0.5	-3.9
O=C(CCCn1cnc([N+](=O)[O-])n1)Nc1cccc2ccccc12	-3.2	2.5	-1.6	-2.1	14.1	-20.6	-14.1	2.0	0.7	-1.9
CCn1c(CNc2ccc(F)cc2)nnc1SCC#N	-6.0	4.1	-0.8	-3.2	-20.2	-7.5	20.2	0.7	-7.1	-1.9
O=C(CCc1ccccc1)Nc1ccc(NC(=O)C2CC2)nc1	-0.7	0.6	-1.5	0.6	6.5	5.6	-6.5	0.1	.	-7.3
CCOc1ccc(S(=O)(=O)NNC(=S)Nc2ccc(Br)cc2)cc1	-1.4	6.3	-0.4	-2.2	-20.9	4.3	20.9	0.7	8.4	-14.7

A different layout for two compounds above.
SMILES: COc1ccc(NC(=O)c2ccc3c(c2)S(=O)(=O)N=C2CCCCCN23)cc1S(N)(=O)=O
  Ecoli viability = .	phage Ecoli inh = 2.4	CAL PDZ FP-1 = -0.7	CAL PDZ FP-2 = 11.6	SR-BI DiI inh = 11.5	MITF TRPM1 HTS = 13.0	SR-BI uptake up = -11.5	AddAB inh = .	Wnt bcat act = 2.0	Tat transport = -1.5

SMILES: O=C(c1cccc(S(=O)(=O)N2CCCCC2)c1)N1CCc2ccccc21
  Ecoli viability = 0.6	phage Ecoli inh = 3.7	CAL PDZ FP-1 = -0.3	CAL PDZ FP-2 = -0.4	SR-BI DiI inh = 16.5	MITF TRPM1 HTS = -5.5	SR-BI uptake up = -16.5	AddAB inh = 3.0	Wnt bcat act = 0.5	Tat transport = -3.2
